# Compound activity deposited in PubChem BioAssay by National Center for Advancing Translational Sciences (NCATS).
# aGlu spleen mod – lysosomal alpha-glucosidase (human) modulation; 0.006% of 240,000 active; Potency, µM (highest dose often 79.9 µM), for inactives: top-dose activity change, negative = inhibition, hits mostly inhibitors; human spleen homogenate, 4-MU-alpha-glucoside fluorescence; P10253;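 further: 0% = enzyme with vehicle and -100% = no enzyme basal signal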
#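 Compounds were titrated against alpha-glucosidase in spleen homogenate at pH 5.0, with 1 mM 4-methylumbelliferyl substrate for 40 min at 37 C. Reactions were quenched with pH 10 NaOH/glycine and fluorescence measured.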
# L3MBTL1 inh – L3MBTL1 (human) inhibition. Potency, µM (highest dose often 57.1 µM), inactives show top-dose activity, negative = inhibition, most hits filed as inhibitors. 0.66% of 230,000 active. AlphaScreen L3MBTL1–H3K9me1 peptide binding. Q9Y468; further: nearly all actives have a fitted effect of over 60% in size
#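 Displacement of a biotinylated histone H3(1-15) peptide monomethylated at Lys9 (75 nM) from L3MBTL1 (50 nM) was measured by AlphaScreen after a 30 min room-temperature compound incubation; cefsulodin titration served as intraplate control.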
# RECQ1 helicase – blocks DNA unwinding by human RECQ1; RECQ1 DNA unwinding, red fluorescence kinetic read; Potency, µM (titrated, usually from 57.3 µM), for the others: at the highest dose activity, negative = inhibition, actives largely listed as inhibitors; 0.54% of 240,000 active;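 further: plate controls were vehicle for no effect and no enzyme for full effect; nearly all actives have a fitted effect of over 30% in size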
# Target sequence (P46063 whole entry, looked up): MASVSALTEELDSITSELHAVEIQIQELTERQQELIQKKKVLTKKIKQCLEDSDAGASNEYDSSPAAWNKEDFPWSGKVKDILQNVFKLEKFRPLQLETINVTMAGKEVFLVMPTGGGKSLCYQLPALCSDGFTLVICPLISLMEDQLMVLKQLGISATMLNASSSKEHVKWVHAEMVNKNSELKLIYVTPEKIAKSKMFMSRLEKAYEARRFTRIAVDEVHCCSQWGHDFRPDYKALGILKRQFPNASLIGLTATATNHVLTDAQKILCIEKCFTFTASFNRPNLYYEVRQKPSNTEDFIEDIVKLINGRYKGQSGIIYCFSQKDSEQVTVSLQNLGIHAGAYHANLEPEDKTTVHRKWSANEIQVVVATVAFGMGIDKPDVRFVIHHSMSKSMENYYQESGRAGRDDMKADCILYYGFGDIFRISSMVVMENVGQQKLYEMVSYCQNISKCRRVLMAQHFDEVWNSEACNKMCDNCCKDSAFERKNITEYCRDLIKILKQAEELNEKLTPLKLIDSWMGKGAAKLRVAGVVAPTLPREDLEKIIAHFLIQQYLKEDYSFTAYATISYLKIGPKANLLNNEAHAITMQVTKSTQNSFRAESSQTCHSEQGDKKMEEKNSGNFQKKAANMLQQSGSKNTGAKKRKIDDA
#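 RECQ1T1 50 nM; forked duplex (20 bp + 30-nt ss tails) 200 nM, ATP 2 mM final; pH 8.0, 2 mM MgCl2, 2.5 ug/ml poly(dI-dC); 15 min compound preincubation; discontinuous kinetic read over 2 h at RT.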
# TRb-SRC2 inh – TRbeta-SRC2 interaction inhibition; Potency, µM (top dose mostly 106 µM), without a hit: top-dose activity change, negative = inhibition, hits mostly inhibitors; P10828; 0.065% of 280,000 active; TRbeta-SRC2 peptide binding, fluorescence polarization; receptor liganded with 1 µM T3;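 further: plate controls were bound peptide for no effect and peptide without receptor for full effect; nearly all actives have a fitted effect of over 50% in size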
#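 Each compound concentration gave % activity, normalized to unbound and bound Texas Red SRC2 controls, from polarization read after 5 hr ambient incubation with T3-loaded human TRb LBD.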
# TexasRed fluor – alters Texas Red total fluorescence, flagging assay interference; Potency, µM (doses to about 106 µM), inactives show at the top dose fluorescence change, negative = quenching; TRb/SRC2 Texas Red total fluorescence interference; 0.29% of 280,000 active; active means well fitted curve in either direction with a large enough effect; inconclusive means small, poorly fitted or top-dose-only effect
#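 Human TRb ligand-binding domain at 0.6 uM with 20 nM Texas Red SRC2 peptide in Tris buffer containing 1 uM T3 and 5% DMSO, incubated with compound 5 h at ambient temperature. Total fluorescence (555/632 nm) calculated as parallel + 2 × perpendicular.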
# RGS12 GoLoco inh – RGS12 GoLoco-Gai1 interaction inhibition | P63096 | Gai1:RGS12 GoLoco peptide FP, rhodamine, 10 min | Potency, µM (titrated, usually from 61.6 µM), for inactives: at the highest dose activity, negative = inhibition, usual class: inhibitors | 0.44% of 230,000 active | AID 880; active means well fitted inhibition curve with a large enough effect, not every such curve was filed as active; inactive means no such curve, though single readings can be large or run the other way; further: nearly all actives have a fitted effect of over 30% in size; many of its hits are not listed in these tables
# Target sequence (P63096 whole entry, looked up): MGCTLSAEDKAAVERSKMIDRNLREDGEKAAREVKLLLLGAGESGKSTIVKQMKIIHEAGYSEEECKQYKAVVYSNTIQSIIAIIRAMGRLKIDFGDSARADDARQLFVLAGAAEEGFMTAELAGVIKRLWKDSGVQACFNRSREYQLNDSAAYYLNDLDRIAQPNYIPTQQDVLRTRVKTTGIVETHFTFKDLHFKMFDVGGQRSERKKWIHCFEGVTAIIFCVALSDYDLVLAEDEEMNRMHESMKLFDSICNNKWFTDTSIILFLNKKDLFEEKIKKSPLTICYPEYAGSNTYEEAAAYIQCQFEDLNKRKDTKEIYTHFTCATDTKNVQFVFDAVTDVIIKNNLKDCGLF
# GAA inhib – alpha-glucosidase (human) inhibition | purified human GAA, 4-MU-alpha-glucoside fluorescence | Potency, µM (doses to about 76.9 µM), inactives show top-dose activity change, negative = inhibition, hits mostly inhibitors | 0.005% of 200,000 active;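 further: plate controls were uninhibited enzyme wells for no effect and no-enzyme background for full effect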
#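 Fluorogenic assay: 4 nM human alpha-glucosidase with 400 uM 4-methylumbelliferyl-alpha-D-pyranoside in 50 mM citrate/phosphate, 0.005% Tween-20, pH 5.0, 20 min at room temperature. Compounds tested up to 77 uM; AC50 from Hill fits.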
# GAA glycogen – inhibitors or activators of human alpha-glucosidase glycogen cleavage. P10253. recombinant GAA, glycogen substrate, Amplex Red glucose oxidase fluorescence. Potency, µM (doses to about 76.4 µM), for inactives: top-dose activity change, negative = inhibition, actives largely listed as inhibitors. 0.38% of 300,000 active. AID 2100;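 further: 0% = full enzyme reaction and -100% = no-enzyme basal signal; the screen sought inhibitors and activators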
#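 qHTS, 1536-well; enzyme 4 nM final; cpd up to 77 uM; substrate bovine liver glycogen 30 ug; 50 mM citrate/phosphate pH 5.0, 0.01% Tween-20; 37 C, 40 min; Amplex Red detection 45 min RT; Hill fit → AC50.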
# Active calls of the source: *; i = inactive; ? = inconclusive; / = not tested or not shown; & = joins results of further samples; [ ] = another dose, or the depositor's remark. Unless noted, the call rests on the fitted dose curve; in most records, active means well fitted curve in the direction sought with a large enough effect; inconclusive means small, poorly fitted or top-dose-only effect, or another doubt; inactive means no such curve, though single readings can be large; an effect the other way counts as inactive or inconclusive. Unless noted, on the % scale 0 is the no-effect control and ±100 the full control effect; potency means the concentration at half of the fitted maximal effect. The list is partial; the hit share may differ from the screen's.
SMILES	aGlu spleen mod	L3MBTL1 inh	RECQ1 helicase	TRb-SRC2 inh	TexasRed fluor	RGS12 GoLoco inh	GAA inhib	GAA glycogen
C/C(CCN1CCCc2nc(C)c(C)cc21)=N\OC[C@@H](O)COCc1ccco1	1%[17.4 µM]	/	-7%[11.5 µM]	-5%[11.2 µM]	3%[11.2 µM]	/	/	/
O=C(NCc1cccs1)C1CC(c2ccc(Cl)c(Cl)c2)=NO1 (stereo unspecified)	3%	2%	11%	7%	-1%	12%	10%	9%
CO/N=C/C(C#N)=C/c1ccc(OC)c(OC)c1	-2%	/	-2%	4%	0%	7%	-31%	-5%
CCCCCCc1cc2cc(C(=O)NC)c(=N)oc2cc1O	-4%	2%	i	6%	-3%	36%[activator]	/	3%
COc1ccc(-c2nc3cc(NC(=O)Cc4ccc(OC)c(OC)c4)ccc3o2)cc1	-2%	4%	-17%	-1%	2%	0%	0%	-7%
Cc1ccc(S(=O)(=O)N2CCC(=O)N(CCOCc3ccccc3)CC2)cc1	-1%	-8%	-1%	3%	-2%	1%	?	-4%
CCOc1ccc(NC(=S)Nc2ccc3nsnc3c2)cc1	-5%	-20%	1%	-7%	-5%	4%	-14%	-29%
COC(=O)c1cc(=O)n2c(sc3ccccc32)c1C#N	3%	-1%	-14%	2%	0%	21%	?	3%
O=S(=O)(Nc1cc(Cl)ccc1N1CCCCC1)c1cccs1	6%	-1%	-7%	5%	3%	30%[activator]	-7%	-15%
COc1ccc(C)cc1NC(=O)CSc1nnc(COc2ccc(Cl)cc2)n1Cc1ccco1	-9%	-14%	-22%	13%	2%	5%	-10%	-15%
COc1cc(C(=O)NCC(=O)OC(C)C(=O)Nc2ncc(Cl)cc2Cl)cc(OC)c1OC (stereo unspecified)	2%	5%	-13%	-3%	0%	18%	0%	5%
CCOC(=O)c1c(C)[nH]c(C(=O)N/N=C\c2ccccc2Cl)c1C	-7%	-6%	-3%	-5%	2%	8%	-3%	6%
COC(=O)c1ccc(COC(=O)C23CC4CC(CC(O)(C4)C2)C3)o1	3%	1%	2%	0%	-1%	7%	0%	6%
COc1ccc(C(=O)Cc2ccc(OC)c(OC)c2)c(OC)c1	-4%	/	-8%	0%	-2%	-4%	-2%	-5%
CCN(CC)CCCNc1ncnc2ccccc12	3%	5%	i	6%	-1%	10%	?	0%

# Continued; the last 3 above are carried over.
SMILES	aGlu spleen mod	L3MBTL1 inh	RECQ1 helicase	TRb-SRC2 inh	TexasRed fluor	RGS12 GoLoco inh	GAA inhib	GAA glycogen
COC(=O)c1ccc(COC(=O)C23CC4CC(CC(O)(C4)C2)C3)o1	3%	1%	2%	0%	-1%	7%	0%	6%
COc1ccc(C(=O)Cc2ccc(OC)c(OC)c2)c(OC)c1	-4%	/	-8%	0%	-2%	-4%	-2%	-5%
CCN(CC)CCCNc1ncnc2ccccc12	3%	5%	i	6%	-1%	10%	?	0%
Cc1nonc1OCC(C)(COc1nonc1C)NC(=O)c1ccc(Cl)cc1	1%	4%	-11%	-24%	-6%	5%	-13%	3%
COc1ccc(C(=O)n2ccc(C)n2)cc1Br	-7%	7%[11.4 µM]	i	0%	0%	-7%	-6%	-9%
O=C(O)C1CCN(c2ccc(S(=O)(=O)N3CCOCC3)cc2[N+](=O)[O-])CC1	-3%	/	-8%	-2%	1%	-5%	2%	-8%
O=c1[nH]cnc2c1ncn2[C@@H]1O[C@H](CO)[C@@H](O)[C@H]1O	-4%	30%[activator]	-6%	3%	2%	-8%	-9%[15.4 µM]	2%
COC(=O)c1cnn2c(C(F)(F)F)cc(-c3ccccc3)nc12	-7%	3%	0%	-4%	-10%	-2%	7%	1%
COc1ccc(C(O)Cn2cc([N+](=O)[O-])nc2C)cc1 (stereo unspecified)	-1%	11%	-13%	-1%	-2%	-15%	/	-7%
O=C(Cn1ccc([N+](=O)[O-])n1)Nc1nc2ccccc2s1	0%	/	-15%	5%	-1%	14%	-2%	-8%
COc1cc(C(=O)N2c3ccccc3CC2C)cc(OC)c1OC (stereo unspecified)	-9%	2%	-21%	-23%	1%	5%	-10%	8%
COc1ccccc1NC(=S)NC1CCCCC1	5%	3%	-3%	7%	0%	0%	-1%	-6%
Fc1cc(F)cc(NC(=S)N2CCC(c3ccccc3)C2)c1 (stereo unspecified)	2%	/	i	5%	-1%	6%	-1%	-8%
CC(=O)c1ccc(NC(=O)c2cc(Cl)nc3ccccc23)cc1	2%	5%	-5%	0%	-2%	13%	-5%	7%
CCOC(=O)N1CCC(NCCNC(=O)c2ccco2)CC1	-13%	-7%	4%	-1%	-2%	3%	?	-12%
Cc1c(NC(=O)COC(=O)c2cc(-c3ccc(-c4ccccc4)cc3)nc3ccccc23)c(=O)n(-c2ccccc2)n1C	-2%	4%	-14%	-1%	5%	8%	?	-4%
CCOc1ccc(CCNC(=O)c2ccc(N3CCCC3=O)cc2)cc1OCC	-3%	/	17%	1%	-1%	0%	-1%	5%
Oc1[nH]c2ccccc2c1C1=NCCCC1	11%	-8%	-7%	-2%	-1%	-7%	-5%[15.4 µM]	-4%
CCOC(=O)c1c(C)[nH]c(C)c1C(=O)COC(=O)CNC(=O)C1CCCCC1	1%	19%	-1%	-2%	0%	5%	-23%	-1%
C/C(=N\NC(=O)c1ccccc1O)c1cccs1	-7%	-5%	-11%	3%	-6%	4%	5%	-12%
COc1ccc2c(c1)CCc1c(C(=O)Nc3cc(C)n(Cc4ccc(Cl)cc4)n3)noc1-2	-24%	/	-4%	-12%	-1%	6%	-2%	2%
COc1ccccc1Nc1nccc(N(C)C)c1C#N	-2%	-6%	-1%	11%	3%	-6%	2%	8%
O=C(NC(=S)Nc1ccccc1N1CCCCC1)c1cccs1	-1%	-3%	-11%	-15%	0%	1%	1%	-2%
COc1ccc(-c2nnn(CC(=O)N(CC(=O)NC3CCCC3)Cc3cccs3)n2)cc1OC	-7%	3%	i	-14%	-2%	2%	-5%	6%
CCCCNC(=O)C1CCN(C/C(C)=C/c2ccccc2)CC1	1%	-6%	0%	5%	1%	-1%	-3%	-11%
Cc1nc2scc(-c3ccc(C(C)C)cc3)c2c(=O)n1N	1%	/	-4%	0%	-3%	0%	-1%	-8%
Cc1cc(C)c(NC(=O)Cn2c(=O)n(Cc3ccco3)c(=O)c3ccccc32)c(C)c1	-4%	-3%	0%	-16%	-1%	4%	0%	0%
O=S(=O)(c1cc(C(F)(F)F)ccc1Cl)N1CCN(c2ccccn2)CC1	2%	8%	-7%	3%	-1%	0%	/	-1%
CCc1nc2c(sc3nc4c(cc32)COC(C)(C)C4)c(=O)n1Cc1ccccc1	-1%	9%	i	-1%	2%	-21%	-10%	-4%
COC(=O)Cn1c(=O)oc2ccc(C)cc21	-1%	1%	i	0%	-1%	5%	-9%	3%
Fc1ccc(Nc2nc(Oc3ccccc3F)nc(N3CCCC3)n2)cc1	-6%	/	i	-10%	-4%	-2%	?	10%
CCSc1nn2c(=O)c3ccccc3nc2s1	-8%	/	-11%	-3%	-6%	16%	-12%	-10%
C/C(Cc1ccccc1)=N\NC(=O)CNC(=O)c1ccc(Cl)cc1	4%	13%	i	3%	-2%	-18%	3%	3%
CCOC(=O)c1sc(N(Cc2ccccc2)C(=O)COC(=O)c2ccc(O)cc2)nc1C	-2%	-13%	i	-1%	1%	-5%	-10%	-12%
NS(=O)(=O)c1ccc(NC=C2C(=O)OC3(CCCCC3)OC2=O)cc1	6%	?	-6%	-5%	2%	-22%	-7%	-5%
COc1cc([N+](=O)[O-])ccc1-c1ccc(/C=N/NC(N)=O)o1	-4%	/	i	1%	0%	34%[activator]	/	8%
Cc1ccc(C(=O)CC2(O)C(=O)N(C)c3ccccc32)o1 (stereo unspecified)	-3%	/	-7%	-6%	-2%	-2%	1%	7%
O=C(CCNC(=O)c1ccccc1)Oc1ccc([N+](=O)[O-])cc1	-6%	-1%	i	4%	-3%	5%	-8%	-4%
O=C(C1CCC1)N1CCc2cc(S(=O)(=O)NCC3COc4ccccc4O3)ccc21 (stereo unspecified)	4%	-9%	-4%	-6%	1%	2%	-12%	/
O=C(NCc1ccco1)c1cc(-c2ccc3c(c2)OCO3)on1	3%	0%	i	-23%	1%	8%	-2%	0%
COc1ccc(OC)c(NC(=O)N2CCCC(C(=O)c3ccccc3OC)C2)c1 (stereo unspecified)	-5%	-13%	-6%	-2%	0%	8%	4%	0%
O=C(NC(=S)Nc1ccc(Cl)cn1)C(c1ccccc1)c1ccccc1	-10%	-3%	-12%	6%	4%	-4%	-8%	-7%
O=S1(=O)N=C2CCCCCN2C(c2ccccc2)N1 (stereo unspecified)	3%	-8%	-9%	3%	0%	-8%	6%	11%
O=C(O)C1CC=CCC1C(=O)N1CCN(c2nc(-c3ccccc3)c3ccccc3n2)CC1 (stereo unspecified)	-7%	8%	14%	1%	0%	-4%	-2%	2%
CC(=O)N1CCN(C)CC1	1%&-2%	/	4%	-11%&1%	-1%&-7%	0%&7%	/	/
CCc1cccc(C)c1N(C(=O)Cn1c(CO)nc2ccccc21)C(C)COC (stereo unspecified)	2%	7%	1%	-4%	0%	2%	-3%	0%
COC(=O)c1ccc(S(=O)(=O)N2C3CCC2CC(NC(=O)C2CC2)C3)cc1 (stereo unspecified)	-4%	-7%	-7%	0%	0%	7%	6%	9%
Cc1cccc(NC(=S)NNC(=O)CC(C)O)c1C (stereo unspecified)	1%	4%	i	2%	0%	0%	8%	-22%
COC(=O)c1scc(C)c1NC(=O)Nc1ccccc1	1%	0%	8%	-3%	-2%	4%	5%	-1%
